Screening results as filed in PubChem.
Pf gamet viab – late stage P. falciparum gametocyte viability inhibitors, primary screen, ATP luminescence, HTS | P. falciparum stage V gametocytes, 24 h | inhibition, % at 10.9 µM | 150,000 compounds, 0.065% hits;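 active = inhibition above the mean plus 3 SD of compounds within the control limits, set per campaign, cut at about 38% in these data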;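 also: 0% = DMSO wells and 100% = medium only without gametocytes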
Mcl1 Noxa PPI – Mcl-1/Noxa binding inhibitors, primary screen, biochemical, TR-FRET, 1536-well. AID 1022, 2008. 220,000 compounds, 1.5% hits. TR-FRET Mcl-1/Noxa peptide binding, 2 h. inhibition, % at 21.7 µM;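 active = compounds that cut the protein-peptide binding signal by more than 50% relative to plate controls in a single-dose test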;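 also: His-tagged Mcl-1 with rhodamine Noxa BH3 peptide and terbium anti-His antibody; 0% = Mcl-1 plus Noxa peptide wells and 100% = peptide-only wells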
Target sequence (Q07820 whole entry, looked up): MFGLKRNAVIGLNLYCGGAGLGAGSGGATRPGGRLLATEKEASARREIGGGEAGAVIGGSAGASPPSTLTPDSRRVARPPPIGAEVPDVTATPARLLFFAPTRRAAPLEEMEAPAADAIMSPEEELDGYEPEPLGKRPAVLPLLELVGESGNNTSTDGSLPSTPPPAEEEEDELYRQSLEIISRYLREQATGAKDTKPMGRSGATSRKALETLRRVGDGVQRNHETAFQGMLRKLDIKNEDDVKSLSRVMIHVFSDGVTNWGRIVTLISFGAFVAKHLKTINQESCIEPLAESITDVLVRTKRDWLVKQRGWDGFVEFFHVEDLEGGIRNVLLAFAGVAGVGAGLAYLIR
Rab2 wt GTP – modulators of GTP binding to Rab2A wildtype, primary screen, biochemical, dog, bead-based flow cytometry, multiplex; GTP binding activity, % at 10 µM; GST-Rab2 wt beads, Bodipy-GTP binding; 190,000 compounds, 0.19% hits; Ras-related protein Rab-2A (Canis lupus familiaris), P61105;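 active = GTP binding activity at least 20 points away from 100%, either lowered or raised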;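 also: 0% = beads with excess unlabeled GTP and 100% = no-compound control corrected for plate trend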
Rac1 wt modul – wildtype Rac1 GTP binding modulators, primary screen, biochemical, GST-Rac1 beads, flow cytometry, multiplex. Ras-related C3 botulinum toxin substrate 1 (Homo sapiens), P63000. fluorescent GTP binding; actives lie on both sides; 0 = cold GTP competed, 100 = untreated. GTP binding activity (% of control), % at 10 µM. 190,000 compounds, 0.27% hits;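 active = GTP binding activity at least 20 points away from the 100% control level, either lower or higher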
Rac1 mut GTP – GTP binding modulators of activated mutant Rac1, primary screen, biochemical, bead-based flow cytometry, multiplex, fluorescent GTP; GST-Rac1 activated beads; actives lie on both sides; 100% means binding = to untreated wells; 190,000 compounds, 0.11% hits; Ras-related C3 botulinum toxin substrate 1 (Homo sapiens), P63000; percent activity (GTP binding), % at 10 µM;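 active = GTP binding at least 20 percentage points away from the 100% baseline, in either direction, so actives lie on both sides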
HRas wt GTP bind – modulators of GTP binding to HRas wildtype, primary screen, biochemical, bead-based flow cytometry, multiplex; 190,000 compounds, 0.14% hits; GST-Ras wt beads, Bodipy-FL-GTP binding; actives lie on both sides; AID 759, 2007; GTPase HRas (Homo sapiens), P01112; GTP binding activity, % at 10 µM;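 active = GTP binding activity at least 20% away from the 100% baseline, either lowered as inhibitor or raised as activator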;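 also: 0% = unlabeled GTP competition control and 100% = no-compound control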
Target sequence (P01112 whole entry, looked up): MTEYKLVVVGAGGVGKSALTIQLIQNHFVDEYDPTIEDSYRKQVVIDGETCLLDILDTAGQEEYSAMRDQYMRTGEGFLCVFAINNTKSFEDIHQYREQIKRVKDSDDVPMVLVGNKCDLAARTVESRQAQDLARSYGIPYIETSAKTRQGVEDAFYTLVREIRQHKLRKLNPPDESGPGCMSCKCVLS
Mcl1-Bid inh – Mcl-1/Bid binding inhibitors, primary screen, biochemical, TR-FRET, 1536-well; Induced myeloid leukemia cell differentiation protein Mcl-1 (Homo sapiens), Q07820; TR-FRET Mcl-1/Bid-Dy647 peptide binding; inhibition, % at 21.7 µM; 220,000 compounds, 0.97% hits; AID 1021, 2008;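 active = compounds that cut the binding signal by more than half at the single screening dose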;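 also: His-tagged Mcl-1 with europium anti-His antibody binding Bid BH3 peptide; 0% = Mcl-1 plus peptide wells and 100% = peptide-only wells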
Cdc42 wt GTP – modulators of GTP binding to wildtype Cdc42, primary screen, biochemical, multiplex bead flow cytometry, Bodipy-GTP | Cell division control protein 42 homolog (Homo sapiens), P60953 | 190,000 compounds, 0.2% hits | GST-Cdc42 beads; actives lie on both sides | percent activity (GTP binding), % at 10 µM;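 active = percent activity GTP binding at least 20 points away from the 100% baseline, either down as inhibitor or up as activator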;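 also: median bead fluorescence of bound Bodipy-FL-GTP at 100 nM; 0% = excess unlabeled GTP control and 100% = no compound control; below 100% means less GTP binding so inhibitor and above means activator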
Target sequence (P60953 whole entry, looked up): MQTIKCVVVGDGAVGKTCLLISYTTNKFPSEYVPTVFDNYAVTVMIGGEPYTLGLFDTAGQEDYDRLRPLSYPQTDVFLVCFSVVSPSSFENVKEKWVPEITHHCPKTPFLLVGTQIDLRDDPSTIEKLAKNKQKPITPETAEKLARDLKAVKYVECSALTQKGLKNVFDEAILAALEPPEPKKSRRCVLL
Avidin bead fluor – green autofluorescence of compounds with avidin beads – biophysical, 488/530 nm, flow cytometry, artefact control, profiling panel. compound fluorescence 488/530 nm; stronger effect = higher value. fluorescence (KMESF) at 10 µM. 220,000 compounds, 0.38% hits. AID 1775, 2009; in the data active = fluorescence above about 47; also: inactives centre near 10
Rab7 wt modul – modulators of GTP binding to Rab7, primary screen, biochemical, wildtype, multiplex bead flow cytometry. Rab7 GTPase wild type (dog), Bodipy-FL-GTP binding. GST-Rab7 beads, fluorescent GTP binding; actives lie on both sides; untreated = 100%, excess cold GTP = 0%. GTP binding activity (percent of control), % at 10 µM. 190,000 compounds, 0.055% hits. AID 758, 2007;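 active = fluorescent GTP binding to Rab7 beads changed by at least 20 points from the 100% baseline, either direction, mostly lower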;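 also: median green fluorescence of bound Bodipy-FL-GTP per Rab7 bead population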
GSH fluor – compound fluorescence on glutathione beads, profiling panel, artefact control, biophysical, 488/530 nm, flow cytometry. GSH beads flow cytometry, compound fluorescence 488/530 nm; stronger effect = higher value. fluorescence (KMESF) at 10 µM. 190,000 compounds, 0.25% hits; in the data active = fluorescence above about 89;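 also: glutathione beads carrying GST-tagged Bcl family fusion proteins plus one bare bead set; values are compound well signal with DMSO vehicle wells as background; inactives centre near 16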
* hit, by the source's call; nt = no result given.

SMILES	Pf gamet viab	Mcl1 Noxa PPI	Rab2 wt GTP	Rac1 wt modul	Rac1 mut GTP	HRas wt GTP bind	Mcl1-Bid inh	Cdc42 wt GTP	Avidin bead fluor	Rab7 wt modul	GSH fluor
CCN(CC)CCSc1nc(O)c(-c2ccccc2)c(=O)[nH]1	9	19	101	103	100	100	5	104	31	103	24
Cc1cc(C(=O)NCc2ccco2)cs1	nt	5	101	102	98	102	-9	107	9	101	11
COc1cc2c(cc1OC)C(COc1ccccc1OC)N(C(=O)c1ccco1)CC2 (centres undefined)	11	14	100	96	99	97	1	98	16	96	7
COCCCn1cnc2c(c1=O)c1nc3ccccc3nc1n2-c1ccc(C)cc1	15	9	98	95	92	99	-20	97	14	99	44
CCN(CC)C(=O)c1sc2nc(-c3ccncc3)[nH]c(=O)c2c1C	nt	5	96	95	94	96	4	95	11	99	15
C=CCn1c(SC/C=C/c2ccccc2)nnc1-c1sc(N)nc1C	9	-7	100	96	98	101	-17	102	11	103	17
COC(=O)c1c(NC(=O)CC2SC(N)=NC2=O)sc2c1CCC(C(C)(C)C)C2 (centres undefined)	4	-4	100	101	100	99	-27	97	3	99	10
O=C(Nc1ccc(S(=O)(=O)Nc2ncccn2)cc1)c1cncc(Br)c1	nt	-19	98	101	98	98	-6	100	14	97	12
COc1ccc(C(=O)CSc2nc(C)cc(C)n2)cc1[N+](=O)[O-]	0	9	103	97	96	101	0	96	10	108	15
O=C(O)c1ccc2c(c1)C(=O)N(NC(=O)c1ccccc1)C2=O	nt	16	102	105	103	103	-1	105	6	103	6
Cc1cc(N2CCCCC2)nc2ccc(NC(=O)CCC(=O)NCCC(C)C)cc12	nt	12	102	107	99	103	-31	105	16	100	36
CC1=C(C(=O)Nc2ccccc2C(F)(F)F)C(c2ccc(C)s2)NC(=S)N1 (centres undefined)	-8	9	93	96	93	96	-78	95	10	95	13
COc1ccc2oc(=O)c(-c3cn4ccc(C)cc4n3)cc2c1	-16	17	102	99	99	98	5	99	9	100	8
Cc1ccc(S(=O)(=O)/N=C(\N)Nc2nc(C)c3cc(C)ccc3n2)cc1	nt	-3	90	88	88	94	13	92	14	93	30
CCOc1cc(/C=C2/N=C(c3ccc(C(C)(C)C)cc3)OC2=O)cc(Cl)c1OS(C)(=O)=O	nt	6	94	94	94	93	12	91	7	93	32
CCCC(=O)N1CCN(c2ccc(NC(=O)C(C)(C)C)cc2)CC1	nt	-3	100	101	98	102	-28	101	11	102	29
O=[N+]([O-])c1cc(S(=O)(=O)c2ccc(N3CCCCC3)c([N+](=O)[O-])c2)ccc1N1CCCCC1	-12	8	97	103	98	99	-5	99	8	99	3
c1coc(C2Nc3ccccc3-c3nc4ccccc4n32)c1 (centres undefined)	-29	20	102	100	101	102	1	103	26	100	12
OC(CNC1CCCC1)COc1c(F)cc(Br)cc1F (centres undefined)	-3	23	102	105	99	104	12	102	13	105	7
CCOc1ccc(OCC)c(NC(=O)CC2Oc3ccc(C)cc3NC2=O)c1 (centres undefined)	nt	-13	99	100	98	97	-40	100	4	93	14
COC(=O)c1c(-c2ccccc2)csc1NC(=O)CSc1ncnc2sc(C)c(C)c12	7	4	102	103	101	103	-7	102	6	99	19
CC1=C(C(=O)OCC2CCCO2)C(c2ccc(Cl)cc2)NC(=O)N1 (centres undefined)	-9	8	95	98	99	95	0	97	21	92	15
CCC(C)OC(=O)C1=C(C)NC2=C(C(=O)C(C(=O)OC)C(C)C2)C1c1ccc(N(C)C)cc1 (centres undefined)	-44	60*	99	96	96	99	-34	99	29	98	17
COc1cc(S(=O)(=O)N2CCOCC2)ccc1NC(=O)COC(=O)COc1ccccc1	5	3	98	94	96	97	-32	97	9	100	26
COc1cc(-c2nc(CN3CCCN(C(=O)c4ccco4)CC3)c(C)o2)ccc1F	-11	0	101	102	97	102	-38	100	10	109	15
COc1ccc(NC(=O)CSc2ccc3c(c2)OCCO3)cc1OC	29	12	102	102	100	98	-12	101	35	102	19
COc1cccc(-c2cc(C(=O)Nc3c(C)nn(Cc4ccccc4C)c3C)no2)c1	nt	-5	99	100	99	100	1	101	45	101	14
COc1ccc(N2CCN(c3c(S(=O)(=O)c4ccccc4)cnc4ccc(OC)cc34)CC2)cc1	11	23	96	97	96	96	-48	93	21	97	14
O=C(CSc1ncnc2sccc12)Nc1ccccc1	7	19	101	101	97	99	2	98	12	104	13
CCOC(=O)c1c(NC(=O)C2C3CCC(O3)C2C(=O)O)sc(C)c1-c1ccc(C)cc1 (centres undefined)	-14	8	100	101	96	98	-21	96	23	104	53

3 of the entries above in order of their number in Avidin bead fluor, high to low.
Structure	Avidin bead fluor
c1coc(C2Nc3ccccc3-c3nc4ccccc4n32)c1 (centres undefined)	26
COc1cc2c(cc1OC)C(COc1ccccc1OC)N(C(=O)c1ccco1)CC2 (centres undefined)	16
CCOc1cc(/C=C2/N=C(c3ccc(C(C)(C)C)cc3)OC2=O)cc(Cl)c1OS(C)(=O)=O	7

(more compounds)
SMILES	Pf gamet viab	Mcl1 Noxa PPI	Rab2 wt GTP	Rac1 wt modul	Rac1 mut GTP	HRas wt GTP bind	Mcl1-Bid inh	Cdc42 wt GTP	Avidin bead fluor	Rab7 wt modul	GSH fluor
Cc1ccc(-n2c(C)cc(/C=N/NC(=O)c3ccncc3)c2C)c(C)c1	nt	-6	102	103	101	102	-48	104	14	99	23
Cn1c(=O)n(Cc2ccccc2)c(=O)c2c1nc1n2CCCN1CCc1ccccc1	nt	-10	89	93	97	92	-43	89	19	89	9
O=C(COc1ccccc1)N(CCc1ccccc1)c1nc(-c2ccc(F)cc2)cs1	nt	0	95	98	95	96	-40	98	7	99	45
CN1CCN(NC(=O)c2cn(-c3ccccc3)nc2-c2ccc(OC(F)F)cc2)CC1	nt	7	97	99	98	96	-44	96	11	99	16
CC1(C)CC=C(NNC(=O)c2cccnc2)C(=O)C1	21	4	98	96	97	96	-45	95	8	105	14
COc1ccc(CCN=C(NS(=O)(=O)c2ccccc2)c2ccccc2)cc1OC	nt	14	98	99	96	96	-7	99	9	95	13
NC(=S)N=Nc1c(O)n(Cc2ccc(Br)cc2)c2ccccc12	21	-17	99	100	100	97	-47	103	15	98	7
CSC1=NCCN1C(=O)c1cccc(Br)c1	nt	-21	98	98	96	98	-27	96	14	94	3
Cn1ncc([N+](=O)[O-])c1C(=O)Nc1nccs1	nt	10	97	102	100	100	-6	98	12	98	5
COc1ccc(-c2nc(SC)n(C)c(=O)c2C#N)cc1OC	-3	5	92	95	96	94	-13	95	2	95	30

Single records, as listed above. Screens in order: Pf gamet viab | Mcl1 Noxa PPI | Rab2 wt GTP | Rac1 wt modul | Rac1 mut GTP | HRas wt GTP bind | Mcl1-Bid inh | Cdc42 wt GTP | Avidin bead fluor | Rab7 wt modul | GSH fluor
Cn1ncc([N+](=O)[O-])c1C(=O)Nc1nccs1 as listed: nt | 10 | 97 | 102 | 100 | 100 | -6 | 98 | 12 | 98 | 5
CC1(C)CC=C(NNC(=O)c2cccnc2)C(=O)C1 as listed: 21 | 4 | 98 | 96 | 97 | 96 | -45 | 95 | 8 | 105 | 14
COc1ccc(-c2nc(SC)n(C)c(=O)c2C#N)cc1OC as listed: -3 | 5 | 92 | 95 | 96 | 94 | -13 | 95 | 2 | 95 | 30
CN1CCN(NC(=O)c2cn(-c3ccccc3)nc2-c2ccc(OC(F)F)cc2)CC1 as listed: nt | 7 | 97 | 99 | 98 | 96 | -44 | 96 | 11 | 99 | 16
COc1ccc(CCN=C(NS(=O)(=O)c2ccccc2)c2ccccc2)cc1OC as listed: nt | 14 | 98 | 99 | 96 | 96 | -7 | 99 | 9 | 95 | 13

Later entries:
SMILES	Pf gamet viab	Mcl1 Noxa PPI	Rab2 wt GTP	Rac1 wt modul	Rac1 mut GTP	HRas wt GTP bind	Mcl1-Bid inh	Cdc42 wt GTP	Avidin bead fluor	Rab7 wt modul	GSH fluor
COc1ccc(-c2[nH]ncc2CN2CCSCC2)c(OC)c1	2	-5	96	97	96	96	-53	98	13	95	18
Cc1ccc(C(=O)CS(C)(=O)=O)cc1	nt	-15	104	101	99	104	-3	104	6	97	20
Cn1c(=O)c2c(-c3ccccc3)n(CCCN3CCOCC3)cc2n(C)c1=O	nt	19	101	102	97	100	-3	104	17	99	22
CCOC(=O)c1cccc(Nc2ncnc3ccc(C)cc23)c1	-2	23	103	100	102	102	-14	99	6	96	21
N/C(=N\OC(=O)CCCOc1ccc(Cl)cc1Cl)c1ccncc1	-29	17	94	97	98	96	-30	101	10	94	9
O=C1Cn2c(nc3ccccc32)N1c1ccccc1F	nt	22	100	103	99	99	5	102	22	103	20
COc1ccccc1OCCn1cc(C(=O)c2ccco2)c2ccccc21	-15	3	91	93	91	93	11	94	34	92	11
CCN(CC)S(=O)(=O)c1ccc(N2CCOCC2)c(NC(=O)c2cc(-c3ccccn3)nc3ccccc23)c1	12	0	95	97	96	96	-7	97	21	97	8
COc1ccc(/C=C/C(=O)OCC(=O)Nc2ccc(OC)c(S(=O)(=O)N3CCCCC3)c2)cc1	6	-2	95	99	98	94	-7	96	7	99	13
O=C(O/N=C1\CCS(=O)(=O)c2sccc21)c1ccccc1	nt	24	96	98	97	98	-1	99	51*	95	16
CC(C)(C)C1CCc2onc(C(=O)Nc3cccnc3)c2C1 (centres undefined)	nt	1	106	108	101	105	4	106	4	104	44
COC(=O)CCC(=O)Nc1sc2c(c1C#N)CCCC2	4	-10	96	97	99	97	-6	97	8	97	36
COc1nc2ccccc2nc1CCC(=O)O	nt	22	98	102	94	98	8	96	10	108	10
Cc1sc(NC(=O)Cn2[nH]c(=O)c3ccccc3c2=O)nc1-c1ccccc1	21	41	94	97	97	96	-35	96	1	100	6
